High-throughput results: PubChem BioAssay, several laboratories
CYP2C9 inhib: inhibitors of human CYP2C9; P11712; CYP2C9 Supersomes, luciferin-H conversion, luminescence; inhibition, % at 5 µM; 96,000 tested, 20% active; AID 777;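 active = blocking of liver enzyme CYP2C9 beyond about 50% at 5 µM, limit read from the data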; note: values of inactives mirror those of a sister screen read the other way
PTK2B oligo ant: antagonists of human Pyk2 oligomerization; z-score (the deposit names both 25 µM and 10 µM); AID 1347419; Q293 cells, Pyk2 FERM NanoBiT luminescence; hits give low values; 99,000 tested, 0.83% active; Q14289;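 active = Z-score of -3 or lower, scaled per plate to the spread of control and sample wells; inactive = z-score above -3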;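 note: negative z-score means lost luminescence so less FERM oligomerization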
Target sequence (Q14289 whole entry, looked up): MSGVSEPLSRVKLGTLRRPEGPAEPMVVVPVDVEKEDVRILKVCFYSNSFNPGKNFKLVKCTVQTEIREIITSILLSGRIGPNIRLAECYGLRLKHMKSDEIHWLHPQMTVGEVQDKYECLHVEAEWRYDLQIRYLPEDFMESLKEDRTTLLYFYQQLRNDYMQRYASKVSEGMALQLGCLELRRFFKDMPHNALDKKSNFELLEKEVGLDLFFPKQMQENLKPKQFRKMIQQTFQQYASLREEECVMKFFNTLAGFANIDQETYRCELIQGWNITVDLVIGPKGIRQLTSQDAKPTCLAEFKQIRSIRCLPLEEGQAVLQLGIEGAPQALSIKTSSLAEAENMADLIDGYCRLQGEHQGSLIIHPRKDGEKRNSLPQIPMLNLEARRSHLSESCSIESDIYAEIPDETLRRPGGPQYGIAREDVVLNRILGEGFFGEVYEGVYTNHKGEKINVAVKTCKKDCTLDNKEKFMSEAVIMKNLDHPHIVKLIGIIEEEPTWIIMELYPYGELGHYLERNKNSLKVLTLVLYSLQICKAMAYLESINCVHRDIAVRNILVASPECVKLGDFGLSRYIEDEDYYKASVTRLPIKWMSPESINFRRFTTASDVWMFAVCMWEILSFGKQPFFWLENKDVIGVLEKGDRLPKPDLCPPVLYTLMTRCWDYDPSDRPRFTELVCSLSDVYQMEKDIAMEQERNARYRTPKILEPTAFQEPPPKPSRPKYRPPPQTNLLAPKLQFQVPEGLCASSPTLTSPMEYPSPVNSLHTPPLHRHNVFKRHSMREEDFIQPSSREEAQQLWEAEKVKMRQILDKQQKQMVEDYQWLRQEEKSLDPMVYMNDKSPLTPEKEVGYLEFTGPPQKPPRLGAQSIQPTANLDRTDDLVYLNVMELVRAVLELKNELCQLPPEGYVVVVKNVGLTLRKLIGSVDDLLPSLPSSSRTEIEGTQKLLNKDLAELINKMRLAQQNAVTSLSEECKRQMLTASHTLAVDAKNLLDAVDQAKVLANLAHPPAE
Ecoli WT expand: blocks growth of wild type E. coli BW25113; growth inhibition, % at 100 µM; OD600 absorbance; AID 710; 98,000 tested, 0.15% active;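 active = growth inhibition above about 50% at one test dose, limit read from the data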;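 note: growth measured after 20 h incubation at 37 °C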
EphB4 antag: blocks human EphB4 binding to ephrin-B2; inhibition, % at 7 µM; EphB4 LBD / TNYL-RAW-Alexa532 peptide, fluorescence polarization; 97,000 tested, 0.15% active; AID 720; P54760;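 active = inhibition above the screen-wide mean inhibition plus 3 SD, cut at about 15% in these data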;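 note: 0% = DMSO wells and 100% = excess unlabeled TNYL-RAW peptide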
CYP2C19 inh: human CYP2C19 inhibition | 96,000 tested, 21% active | CYP2C19 Supersomes, luciferin-H EGE luminescence, 30 min | inhibition, % at 5 µM | P33261;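 active = CYP2C19 inhibition above a set limit at 5 µM in the primary screen, cut at about 50% in these data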;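 note: plate controls were negative control wells for no effect and 2.5 mM tranylcypromine positive control for full effect; values of inactives mirror those of a sister screen read the other way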
PostGolgi yeast: growth inhibition of a yeast mutant, post-Golgi transport screen. post-Golgi transport phenotypic cell assay. inhibition, % at 10 µM. 98,000 tested, 0.9% active. AID 739; in the data active = inhibition above about 30%;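 note: yeast cells grown in 1536-well plates; yeast grown about 18 h at 30C before absorbance read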
CYP2C19 act: cytochrome P450 2C19 (human) activation; P33261; recombinant CYP2C19, luciferin-H EGE luminescence; hits give high values; 0 = fully inhibited enzyme, 1 = untreated enzyme; activation factor at 5 µM; 96,000 tested, under 10 active; AID 1025;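 active = activation factor of at least 2 at 5 µM in the primary screen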;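 note: 0 = wells with 2.5 mM tranylcypromine and 1 = vehicle-only wells; values of inactives mirror those of a sister screen read the other way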
PLAP act: human PLAP activation; P05187; purified PLAP enzyme, luminescent substrate read-out; hits give high values; activation fold at 20 µM; 96,000 tested, 1.2% active; AID 696; in the data active = activation fold above about 2
CYP2C9 activ: activators of human CYP2C9 | AID 1024 | 96,000 tested, 1.4% active | P11712 | recombinant CYP2C9, luciferin-H conversion, luminescence; hits give high values; factor 1 = untreated enzyme, 0 = blocked | activation factor at 5 µM;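 active = activation factor of 2 or more for CYP2C9 at a 5 µM dose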;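 note: 0 = sulfaphenazole-blocked wells and 1 = vehicle-only wells; values of inactives mirror those of a sister screen read the other way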
An asterisk follows results filed as active; . = no result given.

Value order – CYP2C9 inhib	PTK2B oligo ant	Ecoli WT expand	EphB4 antag	CYP2C19 inh	PostGolgi yeast	CYP2C19 act	PLAP act	CYP2C9 activ
- COCCNC(=O)CSc1nc2cc3c(cc2c(=O)n1Cc1ccco1)OCO3
  53*	-0.55	0	1	93*	6	0.1	1.1	0.5
- Cc1cc(NC(=O)CCSc2nc(-c3ccco3)cc(C(F)(F)F)n2)no1
  -26	0.73	-7	6	0	-3	1	0.8	1.3
- C=CCNC(=O)/C(=C\c1ccc2c(c1)OCO2)NC(=O)c1ccc(Br)cc1
  13	-0.19	0	0	12	-6	0.9	1	0.9
- O=C(N1CCOCC1)C12CCC3CC(CC(C3)C1)C2
  0	-0.23	-2	2	12	-4	0.9	1	1
- O=S(=O)(Nc1ccc2nc(C(F)(F)F)[nH]c2c1)c1ccccc1
  81*	0.12	32	5	100*	-2	0	1.1	0.2
- COc1ccc2nc(NC(=O)c3cnccn3)sc2c1
  1	-0.17	-12	1	28	5	0.7	1.4	1
- C=CCn1c(=O)n(CCC#N)c(=O)n(CCC#N)c1=O
  -5	0.63	0	9	3	-8	1	1	1
- c1ccc(-n2ncc3c(NCCCN4CCOCC4)ncnc32)cc1
  -4	0.01	2	0	1	-6	1	1.3	1
- O=C(CCc1nc2ccccc2s1)OCC(=O)N1CCN(C(=O)c2ccco2)CC1
  -26	0.58	2	-5	-7	3	1.1	1.1	1.3
- N#Cc1nc(-c2ccccc2)oc1NCc1ccco1
  74*	.	6	11	13	-17	0.9	1	0.3
- CCOc1ccc(OCC(=O)N2CCOCC2)cc1
  -11	1.5	-1	-6	30	-4	0.7	0.9	1.1
- Cc1cc(C(=O)CSc2nnnn2C)c(C)n1-c1cccc(F)c1
  45	0.32	3	-9	95*	12	0.1	1.4	0.6
- CC(C)(C)NC(=O)NC(=O)CSc1nnc(COc2ccccc2Cl)o1
  -3	0.97	6	1	39	-10	0.6	1.2	1
- COc1ccc(CNCCC(c2ccc(OC(C)C)cc2)C(C)C)cc1OC (stereo not drawn)
  35	-0.05	15	1	26	-1	0.7	1.4	0.6
- O=C1OC(c2cccs2)=N/C1=C\c1ccc(-c2ccccc2Cl)o1
  -3	0.1	-4	-9	3	2	1	1	1
- COc1ccc2c(C(=O)CN3CCN(c4ccccc4)CC3)c[nH]c2c1
  11	0.59	-5	-4	-8	4	1.1	0.9	0.9
- CC(C)(CNS(=O)(=O)c1ccc(F)cc1)CNS(=O)(=O)c1ccc(F)cc1
  0	-0.47	4	-7	32	3	0.7	1.1	1
- Cc1ccc(CNC(=O)CCS(=O)(=O)c2cccc3nsnc23)cc1
  -22	-0.48	4	.	34	-2	0.7	0.8	1.2
- CC/C(=N\OC(=O)c1ccc(OC(C)C)cc1)c1ccc(C)cc1
  62*	0.94	-8	-5	73*	22	0.3	1	0.4
- Cc1ccc2[nH]c(=O)c(CN(CC3CCCO3)S(=O)(=O)c3c(C)ccc4nsnc34)cc2c1 (stereo not drawn)
  52*	-0.97	-1	0	29	1	0.7	1.6	0.5

Full records, quoted from the list. Screens in order: CYP2C9 inhib, PTK2B oligo ant, Ecoli WT expand, EphB4 antag, CYP2C19 inh, PostGolgi yeast, CYP2C19 act, PLAP act, CYP2C9 activ
O=S(=O)(Nc1ccc2nc(C(F)(F)F)[nH]c2c1)c1ccccc1 is listed with 81*, 0.12, 32, 5, 100*, -2, 0, 1.1, 0.2
COCCNC(=O)CSc1nc2cc3c(cc2c(=O)n1Cc1ccco1)OCO3 is listed with 53*, -0.55, 0, 1, 93*, 6, 0.1, 1.1, 0.5

Continued.
Value order – CYP2C9 inhib	PTK2B oligo ant	Ecoli WT expand	EphB4 antag	CYP2C19 inh	PostGolgi yeast	CYP2C19 act	PLAP act	CYP2C9 activ
- COC(=O)c1ccc(OC)c(CSc2nnc(COc3ccc(OC)cc3)o2)c1
  69*	-1.8	-16	.	38	9	0.6	1.5	0.3
- Cc1nc2ncnn2c(C)c1CCC(=O)N1CCN(c2ccccn2)CC1
  -24	0.37	7	.	-18	-6	1.2	1.1	1.2
- CCOC(=O)c1c(C)c(-c2ccccc2)n(CC(=O)NCCC(C)C)c1C
  46	.	-3	-1	18	-6	0.8	1.1	0.5
- Cc1ccc(S(=O)(=O)NCCC(=O)N2CCCCC2)cc1
  -67	.	.	-2	9	.	0.9	0.9	1.7
- COc1ccc(C(C)(C)C)cc1NC(=O)c1ccoc1C
  39	0.85	5	5	62*	0	0.4	1	0.6
- CN(C)c1ccc(/C=N/NC(=O)C(O)(c2ccccc2)c2ccccc2)o1
  24	0.97	3	-3	3	2	1	1.4	0.8
- C=CCn1c(SCCC)nc(O)cc1=O
  2	-2.6	0	-4	-7	1	1.1	1.1	1
- O=C1c2ccccc2C(=O)N1CC1c2ccccc2CCN1C(=O)N1CCOCC1 (stereo not drawn)
  -17	-0.62	0	1	28	27	0.7	1.1	1.2
- COc1ccccc1NC(=O)CCN1C(=O)C2CC=C(Cl)CC2C1=O (stereo not drawn)
  -28	1	2	-3	20	-3	0.8	1	1.3
- O=C(O)c1ccccc1COc1ccccc1Cl
  2	-0.1	9	8	-12	1	1.1	0.8	1
- O=C(Nc1cccnc1)c1ccc2c(c1)C(=O)N(Cc1cccnc1)C2=O
  27	-1.3	4	-3	-13	28	1.1	1.1	0.7
- CN1CCN(c2nc(N3CCN(CCO)CC3)nc3ccccc23)CC1
  7	0.74	1	-17	4	11	1	1.5	0.9
- COc1ccc(NC(=O)/C(Cl)=C(/Cl)S(=O)(=O)Cc2ccccc2)cn1
  50	-0.38	12	-3	46	17	0.5	0.8	0.5
- CCc1nnc(NC(=O)C2CC(=O)N(Cc3ccco3)C2)s1 (stereo not drawn)
  2	0.04	-3	-4	0	-1	1	1.1	1
- Fc1ccc(Br)cc1C1C=C(c2ccc(Br)s2)Nc2ncnn21 (stereo not drawn)
  46	1.6	-13	.	96*	3	0	1.2	0.5
- CCCOc1ccc(CNC(=S)N/N=C/c2ccc([N+](=O)[O-])cc2)cc1
  15	-0.15	-5	-2	-13	0	1.1	0.9	0.8
- COc1ccc(COC(=O)c2ccc(N3CCCC3=O)cc2)cc1F
  61*	0.01	-2	3	45	12	0.5	0.9	0.4
- CN(C)c1ccc(CNc2ccc3c(c2)ncn3C)cc1
  2	.	-4	4	70*	-8	0.3	1.7	1
- Cc1cc(N)n2ncc(-c3ccccc3)c2n1
  35	-0.45	5	2	38	-16	0.6	0.8	0.7
- COC(=O)C1=C(C(=O)c2ccc(C)cc2)C(c2ccc(OC)c(OC)c2)n2nnnc2N1 (stereo not drawn)
  -23	-0.36	-5	-4	-9	-2	1.1	1.1	1.2
- OCCCNC(=S)Nc1ccc2nc(-c3ccccn3)c(-c3ccccn3)nc2c1
  12	-1.3	-11	3	0	-1	1	1.1	0.9
- C=CCn1c(-c2ccoc2)n[nH]c1=S
  -10	1.7	6	1	5	0	1	0.8	1.1
- Cc1nccn1CCc1n[nH]c(=S)n1Cc1ccccc1
  2	-0.33	5	0	8	-3	0.9	1.8	1
- CCOC(=O)C1=C(CN2CCSCC2)NC(=O)NC1c1cc(C)ccc1C (stereo not drawn)
  56*	-2.1	2	0	38	-5	0.6	0.8	0.4
- N#Cc1nc(Cc2ccccc2)oc1NCCN1CCOCC1
  5	1.3	7	-4	7	-1	0.9	0.8	1
- COc1ccccc1N1CCN(C(=O)CSc2nnc(NC(=O)C3CC3)s2)CC1
  82*	0.01	5	3	33	2	0.7	1.5	0.2
- CC(C)Cn1c(SCC(=O)NCc2ccc(Cl)cc2)nnc1-c1cccc(S(=O)(=O)N2CCOCC2)c1
  61*	1.4	-10	6	19	2	0.8	1.5	0.4
- COC(=O)C1C(=O)c2c(n[nH]c2C)CC1(C)C (stereo not drawn)
  -10	1	-2	-7	-12	4	1.1	0.9	1.1
- CCOC(=O)Cn1nnc2c(sc3nc4c(c(-c5ccc(Cl)cc5)c32)CCC4)c1=O
  30	-1.4	-18	3	5	-5	1	1.5	0.7
- CSc1nc(N(C)NC(=O)c2ccc(Cl)cc2)c2ccccc2n1
  17	-0.04	-4	9	0	4	1	1	0.8
- O=C(c1ccc(Cn2cc([N+](=O)[O-])cn2)o1)N1N=C(C(F)F)CC1(O)C(F)F (stereo not drawn)
  62*	-0.16	1	2	38	-1	0.6	1.6	0.4
- CCC1CCCCN1C(=O)CSc1nnc(-c2c[nH]c3ccccc23)o1 (stereo not drawn)
  -62	-1.9	-11	6	91*	-19	0.1	1	1.6
- O=C(CSc1cn(CCNC(=O)c2cccs2)c2ccccc12)NCC1CCCO1 (stereo not drawn)
  81*	.	6	.	34	-10	0.7	1.1	0.2
- CCSc1nnc(NC(=O)c2nc(-c3ccccc3)n(-c3ccccc3)n2)s1
  92*	-2.9	-8	-3	55*	2	0.5	1.4	0.1
- O=C(NCCc1ccccc1)c1cc(-c2ccco2)on1
  .	-0.09	-1	4	.	3	.	.	.
- COc1ccccc1C(=O)Nc1ccc(S(=O)(=O)Nc2cc(C)nc(C)n2)cc1
  56*	1.1	-3	-2	0	5	1	1.6	0.4
- Cc1noc(C)c1COC(=O)c1cc(C)n(-c2ccccc2)c1C
  38	-3.1*	-7	1	21	3	0.8	0.9	0.6
- COc1ccccc1CN=Cc1[nH]c2ccc(Br)c(Cl)c2c1O
  73*	1.1	7	-2	85*	0	0.2	0.8	0.3
- Cc1cc(C)cc(NC(=O)CCNS(=O)(=O)c2ccc3c(c2)oc(=O)n3C)c1
  .	0.35	3	-5	.	7	.	.	.
- Cc1nc(=S)n(-c2ccccc2)[nH]1
  6	-1	-1	4	17	-8	0.8	0.9	0.9
- COCCn1c(SCC#N)nnc1-c1ccccc1
  30	0.32	5	.	36	1	0.6	1	0.7
- CCN(CC)C(=O)CSc1nnc(-c2cccnc2)n1CCc1ccccc1
  -16	1.1	-1	-11	-14	-6	1.1	1.2	1.2
- Cc1ccc2cc3c(nc2c1)N(Cc1ccco1)CC3
  5	-0.71	11	1	9	9	0.9	1	1
- CC(OC(=O)c1cccs1)C(=O)NCc1ccccc1 (stereo not drawn)
  77*	-0.11	-6	3	98*	0	0	0.8	0.2
- COc1ccc2[nH]cc(C(=O)CN3CCN(C(=O)c4ccco4)CC3)c2c1
  19	-0.13	1	4	13	5	0.9	1.1	0.8
- CCCCn1c(SCC(=O)c2ccc(OC)cc2OC)nc2cc(S(N)(=O)=O)ccc21
  22	0.06	2	5	-3	8	1	1	0.8
- Cc1ccc(CCN2CC(C(=O)NCCCOC(C)C)CC2=O)cc1 (stereo not drawn)
  2	0.67	-3	-2	-6	18	1.1	1.1	1
- O=C(CCS(=O)(=O)c1cc(Br)cc2c1N(C(=O)C1CC1)CC2)NCC1CCCO1 (stereo not drawn)
  -12	0.9	3	1	14	5	0.9	1.3	1.1
- O=C1Nc2ccc(Br)cc2C1(O)Cc1ccncc1 (stereo not drawn)
  83*	-0.21	2	1	56*	-2	0.4	0.8	0.2
- COc1ccc(S(=O)(=O)N2CCCC(C(=O)N3CCCCCC3)C2)cc1 (stereo not drawn)
  -32	-1	5	2	80*	-3	0.2	1.6	1.3
- Cc1cccc(OCC(=O)O/N=C(\N)c2ccccn2)c1
  8	-0.31	6	-7	13	-1	0.9	1.1	0.9
- Cc1cc(=O)oc2cc(OCC(=O)N3CCc4ccccc4C3)ccc12
  25	0.03	-5	4	45	-11	0.5	0.9	0.8
- CCCCn1c(=NC(=O)c2ccc3c(c2)OCO3)c(C#N)cc2c(=O)n3cccc(C)c3nc21
  57*	-0.94	-1	-6	36	6	0.6	1.3	0.4
- Cc1ccccc1CN1CCN(C(=O)c2cccc(F)c2)CC1
  86*	-0.65	5	-5	98*	-3	0	1.3	0.1
